DENV2 CPE rescue: inhibitors of DENV2 cytopathic effect. DENV2-infected cells, cytopathic effect rescue, plate reader. CPE inhibition, % at 9.99 µM. 350,000 tested, 1.7% active. AID 651640; in the data active = CPE inhibition above about 20%, passing the limit was not always enough; inconclusive = no clear call, values can overlap the other calls; tested in BHK-21 cells;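 also: 0% = median of neutral control wells and 100% = median of positive control wells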
PAX8 inh HTS: inhibitors of PAX8 transcriptional activity in RMG-I cells. inhibition, % at 12.6 µM. 360,000 tested, 1.2% active. RMG-I TPO-luciferase reporter, SteadyGlo, 24 h;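 active = mean replicate inhibition at least 60% with every replicate also reaching 60%; inconclusive = only one of the two criteria is met; inactive = mean below 60% and not all replicates reaching 60%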;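 also: luciferase light reporting Pax8 driven TPO promoter activity; plate controls were median of neutral control wells for no effect and mitoxantrone controls for full effect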
Xi reactivation: X-chromosome reactivation activator; XiGFP mouse fibroblasts, % GFP-positive cells imaging, 3 d; cells co-treated with 5-aza-dC sensitizer; scaled so ellipticine positive control = 100%; 360,000 tested, 0.055% active; activation, % at 7.58 µM;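 active = mean normalized replicate activation at least 10% and every replicate at or above 10%; inconclusive = only one of the two criteria met; inactive = mean below 10% and not all replicates reach 10%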;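 also: 0% = median of on-plate neutral control wells and 100% = ellipticine 6 µM median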
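Assay system: SV40-immortalized XiGFP fibroblast cells, line 68-5-11; buffer or medium: DMEM plus 5-aza-dC sensitizer; compound: one concentration, pinned; timing: compounds 3 days, fix/stain 15 min at room temperature; benchmarks: positive control ellipticine, 6 µM final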
INS-1E GSIS act: primary screen for activators of insulin secretion dependent on glucose, INS-1E cells, GLuc reporter luminescence. 370,000 tested, 0.61% active. activation, % at 16.6 µM. INS-1E GLuc reporter insulin secretion, 2-3 h;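 active = lowest replicate activation of at least 40%, so every replicate reaches that level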;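 also: 0% = median of neutral control wells and 100% = median of IBMX positive control wells; some compounds called inactive have numbers as strong as hits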
ARNT TACC3 PPI: ARNT/TACC3 interaction disruption; Q9Y6A5; AlphaScreen His-ARNT PAS-B/GST-TACC3 binding, luminescence; TACC3 fragment carries E629A point mutation; inhibition, % at 9.99 µM; 390,000 tested, 0.66% active;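 active = mean inhibition of replicates at least 50% and at least half of replicates each reaching 50%; inconclusive = half or more replicates reach 50% but mean below 50%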;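 also: 0% = complete ARNT plus TACC3 wells and 100% = ARNT alone without TACC3; many hits fall short of the cut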
ERp5 inh: inhibitors of human ERp5; ERp5 insulin aggregation, absorbance 650 nm, 90 min; 350,000 tested, 0.05% active; Q15084; AID 651711; inhibition, % at 9.99 µM;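 active = mean replicate inhibition above about 25%, with every replicate also reaching it, limit read from the data, passing the limit was not always enough; inconclusive = only one of those two criteria met; inactive = neither criterion met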
Target sequence (Q15084 whole entry, looked up): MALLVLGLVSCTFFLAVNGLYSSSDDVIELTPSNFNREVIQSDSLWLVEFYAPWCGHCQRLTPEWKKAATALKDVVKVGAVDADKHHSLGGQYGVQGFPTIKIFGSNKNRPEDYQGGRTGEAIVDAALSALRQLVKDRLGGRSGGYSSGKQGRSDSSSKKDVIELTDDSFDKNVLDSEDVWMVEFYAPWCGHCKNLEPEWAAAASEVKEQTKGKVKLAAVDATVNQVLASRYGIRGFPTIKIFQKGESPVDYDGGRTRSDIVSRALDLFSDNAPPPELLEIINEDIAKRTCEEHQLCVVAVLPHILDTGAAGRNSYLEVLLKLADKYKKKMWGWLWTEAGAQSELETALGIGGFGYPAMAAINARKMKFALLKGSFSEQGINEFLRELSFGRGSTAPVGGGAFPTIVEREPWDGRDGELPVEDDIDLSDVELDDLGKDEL
F508del corr: CFTR F508del correction in bronchial cells; AID 720511; 350,000 tested, 0.36% active; activity (quench increase), % at 7.58 µM; CFBE cells, YFP halide quenching; stimulated with forskolin plus potentiator P3; % fluorescence drop versus neutral controls;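 active = mean added fluorescence quench of at least 8% versus neutral control, with both replicates also reaching 8%; inconclusive = only one of the mean or replicate conditions met; inactive = mean below 8% and not both replicates reaching 8%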;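 also: cells transiently co-express mutant CFTR-F508del with the halide-sensitive YFP; corrector assay measuring rescue of mutant channel to the surface after 24 h compound exposure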
EWS-Fli inh: blocks EWS/Fli oncoprotein-driven transcription | 350,000 tested, 0.67% active | inhibition, % at 12.6 µM | A673 NR0B1-luciferase reporter, viability-normalised;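 active = mean inhibition of at least 50% after viability correction, with every replicate also passing that limit; inconclusive = mean reaches 50% but only one of two replicates passes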;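 also: firefly luciferase signal divided by Alamar Blue viability fluorescence both relative to DMSO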
* hit, by the source's call; u = inconclusive; x = not tested or not shown; & = joins results of further samples. Hits appear at their usual frequency (roughly 4.2% active in at least one column).

SMILES | DENV2 CPE rescue | PAX8 inh HTS | Xi reactivation | INS-1E GSIS act | ARNT TACC3 PPI | ERp5 inh | F508del corr | EWS-Fli inh
COc1ccc(/C=C2\SC(=O)N(CCC(=O)N(C)C3CCS(=O)(=O)C3)C2=O)cc1 (stereo not drawn) | 0.3 | -17.4 | 0.2 | 15.6 | 5.5 | -0.7 | 1.6 | -62.2
CC(O)(c1ccc(F)c(F)c1)c1nc(-c2cc(F)cc(F)c2)cs1 (stereo not drawn) | -0.2 | -9.9 | -0.1 | 166.3 | x | -1.5 | 0.3 | -1.8
O=C(C[C@H]1CC[C@H]2NC[C@@H](O)COC[C@@H]2O1)NC1Cc2ccccc2C1 | -2.3 | -9.7 | 0.1 | 5.6 | -0.8 | -1.0 | 1.2 | -6.3
CC(NC(=O)c1ccccc1)C(=O)OCC(=O)Nc1cccc(S(=O)(=O)N2CCCC2)c1 (stereo not drawn) | -5.5 | 5.4 | 0.2 | -14.8 | 0.3 | 5.2 | 0.5 | 3.5
CC(C)NC(=O)N(C)C[C@@H]1OCCCC[C@@H](C)Oc2ccc(NC(=O)CCCN(C)C)cc2C(=O)N([C@H](C)CO)C[C@@H]1C | -2.6 | -9.2 | x | x | 8.2 | 2.8 | 1.7 | x
NC(=O)c1cc([N+](=O)[O-])c(Cl)cc1NCc1cccnc1 | -9.2 | -12.2 | 0.0 | x | -1.5 | 0.0 | 0.3 | -3.8
O=C(Cc1cccnc1)N1CC(=O)N2[C@H](CO)[C@@H](c3ccc(C#CC4CCCCC4)cc3)[C@H]2C1 | -7.2 | -7.8 | 0.0 | 9.1 | x | 0.8 | 0.3 | 0.4
COc1ccccc1NC(=O)CCC(=O)OCc1ccc(Cl)cc1 | 0.3 | -2.5 | -0.1 | 1.6 | x | 1.1 | 1.9 | -7.3
COc1ccc(OC)c(S(=O)(=O)Nc2cc3c4c(c2)C(C)C(=O)N4CCC3)c1 (stereo not drawn) | -2.3 | 3.1 | 0.0 | 19.6 | -1.5 | -2.4 | 0.1 | 6.7
COC(=O)[C@@H]1C[C@]2(OC(=O)c3ccccc3)C=CC(=O)C[C@@H]2N1C(=O)OCc1ccccc1 | -14.8 | 57.0 | 0.0 | -6.0 | -2.4 | -1.2 | 0.2 | 28.5
Fc1ccccc1-c1nc2c(s1)CCc1onc(-c3ccc(Br)cc3)c1-2 | -3.1 | -19.2 | 0.0 | -10.0 | 3.2 | 4.7 | 1.9 | -7.6
COc1ccc2c3c([nH]c2c1)[C@@H](CO)N(C)CC31CN(S(=O)(=O)c2ccc(C)cc2)C1 | -9.1 | x | -0.1 | -6.5 | x | -0.2 | -1.8 | -2.3
COc1ccc2c(c1OC)C(=O)N(c1ccc(OCc3ccccc3)cc1)C2=O | 0.9 | -5.4 | 0.0 | 5.4 | -1.7 | 1.9 | -4.2 | -8.2
NC(=O)c1ccccc1NC(=O)c1cccc(C(=O)Nc2ccccc2C(N)=O)n1 | -0.2 | 2.6 | 0.0 | 19.2 | x | 3.9 | -0.5 | -9.4
COc1ccccc1N1CCN(c2ccc(Cl)nn2)CC1 | 1.4 | 6.7 | 0.3 | -4.4 | -10.6 | -3.5 | 0.9 | 1.5
CCCCCCc1c(O)nc(SCCN(C)C)[nH]c1=O | 2.9 | 14.0 | -0.2 | 4.5 | -1.9 | 2.0 | -2.1 | 0.5
CCOC(=O)C1CCN(c2cc(C)nc3ccc(OC)cc23)CC1 | 2.0 | -22.5 | 0.0 | -2.1 | -0.8 | -5.4 | -1.3 | 4.4
Cc1nn(C)c(C)c1NS(=O)(=O)c1ccc(N2CCCC2=O)cc1 | 2.4 | 21.3 | 0.0 | -2.7 | -4.5 | 5.3 | 0.7 | 1.3
COc1ccc(CCNC(=O)Nc2nc(C(N)COCc3ccccc3)cs2)cc1OC (stereo not drawn) | 5.3 | 1.5 | 0.0 | -22.2 | x | 10.0 | -1.5 | 1.0
O=[N+]([O-])c1cccc(C(=S)N2CCCC2)c1 | -5.0 | 0.7 | 0.0 | 4.6 | 20.5 | 2.3 | 1.1 | 0.0
CC(C)(C)NS(=O)(=O)c1ccc(NC(=O)CS(=O)(=O)Cc2ccccc2)cc1 | x | 16.8 | 0.0 | -3.9 | -1.2 | 1.3 | 2.7 | 4.8
CCOC(=O)C(C)Sc1cnccn1 (stereo not drawn) | x | 3.9 | 0.1 | -3.1 | 0.6 | 3.2 | 0.6 | 3.4
CCO[C@@H]1OC(C(=O)Nc2ccccc2)=C[C@H](c2ccc(C(F)(F)F)cc2)[C@H]1CCCO | -1.2&-1.3 | 10.1&14.7 | -0.1 | -37.5 | -16.8 | 4.5&-0.8 | 1.4&0.0 | -0.3&5.0
O=[N+]([O-])c1ccc(NN=Cc2ccc(O)cc2O)nc1 | -11.5 | 15.2 | 0.3 | -3.0 | 28.6 | -5.4 | 7.0 | -88.4
CC(C)NC(=O)Nc1ccc2c(c1)C(=O)N([C@H](C)CO)C[C@H](C)[C@@H](CN(C)CC1CCCCC1)OCCCC[C@@H](C)O2 | -0.1 | 2.0 | 0.0 | -14.6 | 7.3 | -1.4 | -1.1 | x

Continued:
SMILES | DENV2 CPE rescue | PAX8 inh HTS | Xi reactivation | INS-1E GSIS act | ARNT TACC3 PPI | ERp5 inh | F508del corr | EWS-Fli inh
CO[C@@H]1CN(C)C(=O)c2ccc(NC(C)=O)cc2OC[C@H](C)N(C(=O)c2ccccc2)C[C@H]1C | -9.0 | -18.5 | -0.3 | 1.8 | -2.7 | -3.7 | -1.1 | -11.8
COCC(C)n1c(=O)sc2ccccc2c1=O (stereo not drawn) | 3.0 | 5.1 | 0.0 | 0.5 | x | -5.6 | -0.2 | 4.9
COc1cc(CNCc2ccccn2)ccc1OCc1ccc(Cl)c(Cl)c1 | 2.4 | -31.6 | 0.0 | 6.1 | 42.1 | 9.9 | -0.1 | -49.9
Cc1ccccc1Cn1c2ccccc2c2cnn(CC(=O)NCc3ccco3)c(=O)c21 | -6.8 | 30.3 | 0.1 | 9.3 | 23.2 | 1.5 | -2.5 | 22.0
COc1ccc(N2CCC(CNC(=O)Nc3ccc(Cl)cc3)C2)cc1 (stereo not drawn) | 5.1 | -11.6 | 0.2 | -0.7 | -1.7 | 2.2 | 0.7 | -19.2
C=CCSc1nc(C)c(CC(=C)C)c(=O)[nH]1 | -2.8 | 6.3 | 0.0 | -0.8 | 0.1 | -2.8 | -0.7 | 0.0
COc1cccc(-c2ccc(CN3C(C)C(=O)N(Cc4cn(Cc5ccco5)nn4)CCS3(=O)=O)cc2)c1OC (stereo not drawn) | 7.4 | 3.9 | -0.1 | -1.6 | x | 3.3 | 3.6 | -15.0
C[C@H]1CN([C@@H](C)CO)S(=O)(=O)c2ccc(C#Cc3ccccn3)cc2O[C@@H]1CN(C)Cc1ccccc1 | -2.7 | x | -0.4 | -4.5 | -4.7 | -2.3 | 1.4 | 6.9
COc1ccc(S(=O)(=O)Nc2ccc3c(c2)CC(=O)N([C@@H](C)CO)C[C@H](C)[C@H](CN(C)Cc2ccc(Cl)c(Cl)c2)O3)cc1 | u | 11.2 | -0.5 | -14.9 | -5.7 | -1.3 | 5.9 | -8.8
Cc1ccc(S(=O)(=O)NCC(c2cccnc2)N2CCc3ccccc32)cc1 (stereo not drawn) | -1.3 | -6.3 | 0.5 | -1.2 | 9.0 | -1.2 | 2.8 | x
O=C1CN(C(=O)CSc2nc3cc(Cl)ccc3c(=O)n2Cc2ccccc2)c2ccccc2N1 | 12.1 | 3.6 | 0.2 | -1.9 | x | -1.2 | 3.5 | 25.1
NC(=O)c1nnsc1Sc1c(C(N)=O)nnn1-c1cccc(N)c1 | -1.4 | 39.5 | -0.5 | -7.8 | -0.1 | -1.5 | -1.5 | 17.1
O=C(Nc1ccc2c(c1)[C@@H]1C[C@@H](CC(=O)N3CCc4ccccc4C3)O[C@@H](CO)[C@@H]1O2)c1cccnc1 | -6.0 | 9.6 | 0.0 | -3.6 | 1.8 | -2.3 | -1.5 | 0.4
CC(C)NC(=O)N(C)C[C@H]1OCCCC[C@@H](C)Oc2ccc(NS(=O)(=O)c3cn(C)cn3)cc2C(=O)N([C@@H](C)CO)C[C@H]1C | -5.3 | -8.9 | 0.0 | 21.9 | 4.0 | -3.1 | -2.9 | -1.8
COc1ccc(CN2C[C@H](C)[C@@H](OC)CN(C)C(=O)c3ccc(NC(=O)C4CC4)cc3OC[C@@H]2C)cc1 | -11.0 | 6.9 | 0.2 | -14.6 | x | 4.3 | -3.8 | x
CCOc1ccc(/C=N/NC(=O)c2ccc(Cn3cc(Br)cn3)o2)cc1 | -0.2 | -24.0 | 0.1 | -16.2 | -10.1 | -0.3 | -1.7 | -37.4
Cc1ccc(C2(c3noc(CN(C)Cc4cnn(C)c4)n3)CCCC2)cc1 | -0.9 | 0.7 | 0.3 | -18.0 | x | -1.6 | -2.0 | 7.8
Cc1oc(S(=O)(=O)N2CCCC2)cc1C(=O)Nc1ccc(F)cc1 | 3.4 | 15.6 | 0.5 | -0.5 | -12.8 | 2.7 | -1.3 | 6.7
Cc1ccccc1CN1C[C@@H]2C[C@@H](c3cnc(N4CCOCC4)s3)N3CCC[C@@]23C1=O | -5.0 | -0.9 | 0.0 | 9.5 | -0.4 | -2.9 | 0.7 | -3.9
Cc1ccc(N(CC2CO2)S(=O)(=O)c2ccc([N+](=O)[O-])cc2)cc1 (stereo not drawn) | -3.2 | 4.4 | 0.1 | 27.3 | 6.4 | 0.5 | 2.9 | 9.2
COc1ccccc1CN(C)C(=O)C(NC(=O)Cc1cccc2ccccc12)C(C)C (stereo not drawn) | 15.4 | 4.7 | 0.0 | -19.7 | -4.0 | 2.5 | 1.2 | 0.2
Cc1nn(-c2ccccc2)c(Cl)c1/C=N/NC(=O)c1ccccc1F | -1.7 | -46.7 | -0.1 | 11.7 | 2.2 | -2.7 | -1.2 | -102.1
Cc1cc(C)c(NC(=O)COC(=O)C23CC4CC(CC(O)(C4)C2)C3)c(Cl)c1 | 0.4 | -5.7 | -0.1 | x | 0.8 | 2.1 | 0.0 | -3.3
CC(C)C(=O)N[C@@H]1c2ccccc2CC[C@H]1OCc1ccccc1 | 4.4 | -16.6 | -0.1 | -11.2 | 3.6 | 1.7 | -5.3 | -3.4
C=CCOCCN(CC)CC | -3.9 | -1.2 | 0.0 | -3.9 | -4.5 | 2.7 | 2.5 | 5.2
COC(CNC(=O)c1ccc2nc(-c3ccccc3)c(-c3ccccc3)nc2c1)OC | -7.5 | -33.8 | 0.2 | 5.2 | -2.2 | 2.4 | -1.1 | 2.7
COc1ccc(NC(=O)Nc2ccc3c(c2)C(=O)N([C@@H](C)CO)C[C@@H](C)[C@H](CN(C)Cc2ccccc2)O3)cc1 | -5.0 | -11.8 | 0.0 | 8.4 | -0.7 | 4.1 | 0.0 | 0.7

Reformatted as a markdown table: part of the list above
| smiles | DENV2 CPE rescue | PAX8 inh HTS | Xi reactivation | INS-1E GSIS act | ARNT TACC3 PPI | ERp5 inh | F508del corr | EWS-Fli inh |
| --- | --- | --- | --- | --- | --- | --- | --- | --- |
| CC(C)NC(=O)N(C)C[C@H]1OCCCC[C@@H](C)Oc2ccc(NS(=O)(=O)c3cn(C)cn3)cc2C(=O)N([C@@H](C)CO)C[C@H]1C | -5.3 | -8.9 | 0.0 | 21.9 | 4.0 | -3.1 | -2.9 | -1.8 |
| NC(=O)c1nnsc1Sc1c(C(N)=O)nnn1-c1cccc(N)c1 | -1.4 | 39.5 | -0.5 | -7.8 | -0.1 | -1.5 | -1.5 | 17.1 |

Screening data: PubChem, Broad Institute
